# Screening results: PubChem BioAssay, National Center for Advancing Translational Sciences (NCATS)
# KCNH2 3.1 block = qHTS for Inhibitors of KCHN2 3.1: Mutant qHTS. Potassium voltage-gated channel subfamily H member 2, brain isoform KCNH2 3.1 (human). AID 720553, 2013. U2OS KCNH2 3.1, thallium flux FluxOr; stronger effect = lower value. activity change, % (tested at about 1.8 µM). hit rate 0.95% among 340,000;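 active means maximum activity change below -70%; inconclusive means maximum activity change from -70% to -50%; inactive means maximum activity change above -50%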;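 further: thallium influx rate constant from kinetic fluorescence after stimulation buffer; on the % scale 0 is the no-effect control and ±100 the full control effect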
#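 Thallium flux read-out: FluxOr dye with Red40 quencher in HBSS/HEPES, 45 min at RT. Rate constants from kinetic reads were normalized to positive and negative DMSO controls. Cells: U2OS virally expressing the 3.1 isoform.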
# Coupling enz = qHTS Assay for Inhibitors of Fructose-1,6-bisphosphate Aldolase from Giardia Lamblia: Coupling assay counterscreen | coupling enzyme system counterscreen, AmpLite Red fluorescence | activity change, negative = inhibition, % at 58.2 µM, hits read low | hit rate 0.67% among 290,000; in the data active means activity change below about -30%; further: on the % scale 0 is the no-effect control and ±100 the full control effect
#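 Compounds tested against the coupling enzymes alone at 57.5 uM final; readout was AmpLite Red fluorescence (525/598 nm) after 20 min at RT.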
# a7 integrin act = qHTS for Activators of Integrin-Mediated Alleviation for Muscular Dystrophy; alpha7betagal myoblasts, beta-gal FDG fluorescence, 48 h; Potency, µM (doses to about 38.3 µM), for the others: at the highest dose activation, most hits filed as activators; hit rate 0.064% among 350,000; AID 624291, 2012;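 further: potency means the concentration at half of the fitted maximal effect; 100% = response of the positive control SU9516; nearly all actives have a fitted effect of over 60% in size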
#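 Alpha7betagal+/- myoblasts (passage 13) were plated 16-24 hr, then exposed to compounds (1:260 dilution of DMSO stock) for 48 hours at 37C. After MPER lysis, β-galactosidase reporter activity was read as FDG fluorescence (ex 480/em 540) after 30 minutes.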
# TRPV1 ag = HTS Assay for Compounds that Act as Agonists of the Vanilloid Receptor 1; Transient receptor potential cation channel subfamily V member 1 (Homo sapiens), Q8NER1; TRPV1-expressing cells, Fluo-8 calcium influx, agonist mode; activation, % at 8.33 µM; hit rate 0.19% among 320,000; in the data active means activation above about 80%; inconclusive means between about 30% and that limit; further: 0% is about no effect
#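 Cells expressing TRPV1 were dye-loaded with Fluo-8 and read kinetically: 10 s baseline, 3 min after compound (agonist portion), then 2 min after EC20 capsaicin (allosteric enhancer portion). Calcium-bound dye fluorescence at 480/520 nm.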
# A-T KAP1 phos = qHTS Assay for Identifying a Potential Treatment of Ataxia-Telangiectasia; hit rate 0.19% among 320,000; […] A-T fibroblasts, KAP-1 phosphorylation AlphaLISA; neocarzinostatin DNA damage 30 min before lysis; Potency, µM (top dose mostly 57.5 µM), inactives show at the highest dose activation, usual class: activators; further: potency means the concentration at half of the fitted maximal effect; % of control where 0% means no effect; nearly all actives have a fitted effect of over 45% in size
#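 ATM-like activity read as KAP-1 phosphorylation via AlphaLISA donor/acceptor antibody pairs after lysis and 6 hr at 25C. Cells were ATM-null patient fibroblasts ([…], hTERT), dosed 60 min, then exposed to the DSB inducer NCS for 30 min.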
# CXXC DNA block = qHTS Fluorescence Polarization Assay for Inhibitors of MLL CXXC domain - DNA interaction; Histone-lysine N-methyltransferase 2A (Homo sapiens), Q03164; MLL-CXXC / FITC-HOXA9 DNA fluorescence polarization; Potency, µM (titrated, usually from 115 µM), without a hit: at the highest dose activity change, negative = inhibition, hits mostly inhibitors; hit rate 0.037% among 290,000; AID 2662, 2010; active means well fitted inhibition curve with a large enough effect in the polarisation, with a control signal flat, not every such curve was filed as active; inconclusive means small, poorly fitted or top-dose-only effect, or effect the other way, or a change in a side signal; inactive means no such curve, though single readings can be large or run the other way; the % refers to the polarisation; further: potency means the concentration at half of the fitted maximal effect
# Target sequence (Q03164 whole entry, looked up, the tested form may be a part): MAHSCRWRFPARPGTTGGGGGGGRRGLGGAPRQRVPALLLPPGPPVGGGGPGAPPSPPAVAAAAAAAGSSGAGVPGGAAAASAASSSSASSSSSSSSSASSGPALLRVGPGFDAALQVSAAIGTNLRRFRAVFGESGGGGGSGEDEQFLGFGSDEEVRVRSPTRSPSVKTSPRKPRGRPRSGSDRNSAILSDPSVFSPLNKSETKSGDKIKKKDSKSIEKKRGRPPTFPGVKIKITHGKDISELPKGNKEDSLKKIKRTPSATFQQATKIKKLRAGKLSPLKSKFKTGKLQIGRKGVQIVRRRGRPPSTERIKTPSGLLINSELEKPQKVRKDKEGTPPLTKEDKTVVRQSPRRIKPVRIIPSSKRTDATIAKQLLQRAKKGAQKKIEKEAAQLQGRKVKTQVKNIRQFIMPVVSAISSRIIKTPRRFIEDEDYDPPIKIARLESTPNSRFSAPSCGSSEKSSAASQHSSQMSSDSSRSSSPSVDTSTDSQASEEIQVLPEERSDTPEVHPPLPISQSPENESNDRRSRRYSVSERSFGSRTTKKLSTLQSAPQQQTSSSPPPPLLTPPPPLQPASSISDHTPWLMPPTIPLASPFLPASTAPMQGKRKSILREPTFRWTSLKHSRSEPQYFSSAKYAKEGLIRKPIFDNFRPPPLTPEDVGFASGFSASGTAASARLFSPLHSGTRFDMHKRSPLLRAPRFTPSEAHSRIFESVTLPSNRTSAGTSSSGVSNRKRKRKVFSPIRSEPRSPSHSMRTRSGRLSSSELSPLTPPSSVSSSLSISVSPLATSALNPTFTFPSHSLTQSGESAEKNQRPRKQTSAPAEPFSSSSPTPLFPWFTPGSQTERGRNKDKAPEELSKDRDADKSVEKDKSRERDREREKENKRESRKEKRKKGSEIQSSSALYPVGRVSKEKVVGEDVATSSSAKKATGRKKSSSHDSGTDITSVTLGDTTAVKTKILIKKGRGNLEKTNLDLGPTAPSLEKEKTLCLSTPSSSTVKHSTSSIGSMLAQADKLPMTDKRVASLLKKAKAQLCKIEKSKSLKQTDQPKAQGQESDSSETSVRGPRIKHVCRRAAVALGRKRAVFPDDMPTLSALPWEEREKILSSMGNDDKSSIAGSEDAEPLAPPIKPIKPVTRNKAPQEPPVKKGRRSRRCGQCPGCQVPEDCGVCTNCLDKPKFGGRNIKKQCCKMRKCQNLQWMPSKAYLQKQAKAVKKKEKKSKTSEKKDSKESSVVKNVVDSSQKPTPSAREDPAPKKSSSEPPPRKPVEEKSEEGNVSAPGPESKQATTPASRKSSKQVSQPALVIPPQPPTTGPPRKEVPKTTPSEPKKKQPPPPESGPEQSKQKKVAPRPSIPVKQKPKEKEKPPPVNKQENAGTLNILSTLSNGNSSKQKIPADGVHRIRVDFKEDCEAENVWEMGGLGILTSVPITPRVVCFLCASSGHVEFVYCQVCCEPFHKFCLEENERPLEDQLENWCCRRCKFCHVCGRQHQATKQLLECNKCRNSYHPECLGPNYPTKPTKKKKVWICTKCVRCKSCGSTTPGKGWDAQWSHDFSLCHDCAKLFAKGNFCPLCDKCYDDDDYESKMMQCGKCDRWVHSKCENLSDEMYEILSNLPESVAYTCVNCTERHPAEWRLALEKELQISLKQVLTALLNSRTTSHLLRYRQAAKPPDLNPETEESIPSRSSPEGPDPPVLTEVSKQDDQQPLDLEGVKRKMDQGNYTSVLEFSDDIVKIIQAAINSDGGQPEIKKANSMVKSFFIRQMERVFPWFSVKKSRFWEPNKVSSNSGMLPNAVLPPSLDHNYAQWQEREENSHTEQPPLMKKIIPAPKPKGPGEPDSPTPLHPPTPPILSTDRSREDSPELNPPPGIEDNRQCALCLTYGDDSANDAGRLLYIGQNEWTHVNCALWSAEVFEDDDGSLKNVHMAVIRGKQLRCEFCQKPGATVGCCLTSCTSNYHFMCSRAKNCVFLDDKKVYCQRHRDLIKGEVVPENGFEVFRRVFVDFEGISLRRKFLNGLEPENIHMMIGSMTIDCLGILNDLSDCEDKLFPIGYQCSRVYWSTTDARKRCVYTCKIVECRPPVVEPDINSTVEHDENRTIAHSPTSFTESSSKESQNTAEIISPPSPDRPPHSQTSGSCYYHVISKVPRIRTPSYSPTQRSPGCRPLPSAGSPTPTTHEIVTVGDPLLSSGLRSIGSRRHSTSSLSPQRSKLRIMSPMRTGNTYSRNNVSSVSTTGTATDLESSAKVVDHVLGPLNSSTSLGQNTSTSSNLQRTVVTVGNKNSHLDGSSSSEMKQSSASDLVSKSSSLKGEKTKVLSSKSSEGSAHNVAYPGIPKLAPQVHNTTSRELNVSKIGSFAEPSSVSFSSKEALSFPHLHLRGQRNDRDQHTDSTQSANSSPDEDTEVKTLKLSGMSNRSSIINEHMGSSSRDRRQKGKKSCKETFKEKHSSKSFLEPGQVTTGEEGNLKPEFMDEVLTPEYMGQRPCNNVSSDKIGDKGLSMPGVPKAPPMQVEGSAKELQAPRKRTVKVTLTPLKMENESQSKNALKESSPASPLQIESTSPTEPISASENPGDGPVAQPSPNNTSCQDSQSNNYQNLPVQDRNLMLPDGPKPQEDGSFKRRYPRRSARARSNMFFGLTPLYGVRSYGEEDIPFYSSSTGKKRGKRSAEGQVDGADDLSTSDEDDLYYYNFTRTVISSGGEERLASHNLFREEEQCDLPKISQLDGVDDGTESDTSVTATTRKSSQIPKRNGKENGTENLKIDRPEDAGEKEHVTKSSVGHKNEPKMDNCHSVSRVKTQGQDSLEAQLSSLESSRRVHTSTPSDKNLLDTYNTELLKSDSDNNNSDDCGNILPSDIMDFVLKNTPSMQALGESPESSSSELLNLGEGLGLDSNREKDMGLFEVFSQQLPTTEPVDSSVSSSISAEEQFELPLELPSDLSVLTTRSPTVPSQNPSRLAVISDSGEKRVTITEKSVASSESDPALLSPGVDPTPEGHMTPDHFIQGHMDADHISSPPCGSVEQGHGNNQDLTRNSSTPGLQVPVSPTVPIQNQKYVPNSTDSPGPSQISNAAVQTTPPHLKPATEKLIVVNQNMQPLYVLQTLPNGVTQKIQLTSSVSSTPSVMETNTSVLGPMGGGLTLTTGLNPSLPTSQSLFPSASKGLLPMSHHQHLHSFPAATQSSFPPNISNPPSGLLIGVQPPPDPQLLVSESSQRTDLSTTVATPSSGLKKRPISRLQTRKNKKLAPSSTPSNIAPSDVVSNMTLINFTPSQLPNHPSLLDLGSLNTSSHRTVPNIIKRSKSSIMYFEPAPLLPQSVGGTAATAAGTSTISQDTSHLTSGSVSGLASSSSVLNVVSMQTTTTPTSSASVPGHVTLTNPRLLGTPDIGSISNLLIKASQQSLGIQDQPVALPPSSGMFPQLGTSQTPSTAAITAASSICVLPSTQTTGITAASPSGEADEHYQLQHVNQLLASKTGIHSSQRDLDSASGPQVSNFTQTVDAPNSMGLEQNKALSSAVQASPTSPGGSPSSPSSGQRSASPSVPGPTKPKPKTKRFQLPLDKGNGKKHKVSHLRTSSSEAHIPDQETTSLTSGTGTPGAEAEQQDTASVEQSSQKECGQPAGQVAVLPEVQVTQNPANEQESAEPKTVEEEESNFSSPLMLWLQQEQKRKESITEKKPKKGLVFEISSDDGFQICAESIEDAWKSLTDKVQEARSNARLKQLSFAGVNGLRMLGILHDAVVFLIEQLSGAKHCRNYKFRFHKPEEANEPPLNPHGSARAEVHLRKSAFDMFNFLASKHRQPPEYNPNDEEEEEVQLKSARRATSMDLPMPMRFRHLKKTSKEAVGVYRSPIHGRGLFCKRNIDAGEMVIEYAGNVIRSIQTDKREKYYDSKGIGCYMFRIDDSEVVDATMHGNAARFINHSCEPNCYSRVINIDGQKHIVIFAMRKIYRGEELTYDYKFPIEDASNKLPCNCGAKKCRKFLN
#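 Steps: dispense CXXC domain solution (7 uM) → pin compounds or unlabeled HOX-A9 DNA control → 5 min ambient → add FLSN-HOX-A9 solution (50 nM) → spin → 30 min ambient → fluorescence polarization. Tris pH 7.5/NaCl/DTT/BSA buffer.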
# S-ASM inh = Inhibitors of Secretory Acid Sphingomyelinase (S-ASM): qHTS. Sphingomyelin phosphodiesterase (Homo sapiens), P17405. placental ASM, HMU-PC fluorogenic substrate, 60 min. Potency, µM (highest dose often 57.5 µM), inactives show at the top dose activity change, negative = inhibition, hits mostly inhibitors. hit rate 0.006% among 340,000; further: potency means the concentration at half of the fitted maximal effect
#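 Steps: dispense placental human ASM, pin compound, wait 10 min at room temperature, add HMU-PC0 substrate at 9 uM final, incubate 60 min at 37 °C, add stop solution raising pH to 10, read fluorescence.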
# KCNH2 WT inh = qHTS for Inhibitors of KCHN2 3.1: Wildtype qHTS; U2OS, BacMam KCNH2, thallium flux FluxOr; stronger effect = lower value; hit rate 0.37% among 340,000; Voltage-gated inwardly rectifying potassium channel KCNH2 (Homo sapiens), Q12809; AID 720551, 2013; activity change, % at 1.84 µM;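 active means maximum activity change below -70%; inconclusive means maximum activity change between -70% and -50%; inactive means maximum activity change above -50%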; further: on the % scale 0 is the no-effect control and ±100 the full control effect
#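 U2OS cells were transduced with wild-type KCNH2 virus (2.03 x 10^8 / mL) for 4 h at room temperature, then cultured overnight at 37 C. Thallium flux was read with FluxOr dye. Rate constants were normalized to DMSO controls.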
# MBNL1 CUG block = qHTS Assay for Inhibitors of MBNL1-poly(CUG) RNA binding | Muscleblind-like protein 1 (Homo sapiens), Q9NR56 | TR-FRET MBNL1-His/biotin-(CUG)12 binding, 665/545 ratio | Potency, µM (top dose mostly 57.5 µM), inactives show top-dose activity change, negative = inhibition, actives largely listed as inhibitors | hit rate 0.036% among 280,000 | AID 2675, 2010; active means well fitted inhibition curve with a large enough effect in the signal ratio, with a control signal flat, not every such curve was filed as active; inconclusive means small, poorly fitted or top-dose-only effect, or effect the other way, or a change in a side signal; inactive means no such curve, though single readings can be large or run the other way; the % refers to the signal ratio; further: potency means the concentration at half of the fitted maximal effect; on the % scale 0 is the no-effect control and ±100 the full control effect
#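 Ratiometric TR-FRET (665 over 545 nm, excitation 340 nm) tracks disruption of MBNL1-His/biotin-(CUG)12 complex after 60 min at room temperature, with compounds at 92 nM to 58 uM final.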
# GALK inhibitor = qHTS Assay for Inhibitors of Human Galactokinase (GALK); AID 1868, 2009; hit rate 0.007% among 270,000; Potency, µM (titrated, usually from 57.5 µM), for the others: at the top dose activity change, negative = inhibition, usual class: inhibitors; Purified GALK, Kinase-Glo residual ATP luminescence; P51570; further: potency means the concentration at half of the fitted maximal effect; on the % scale 0 is the no-effect control and ±100 the full control effect
#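 5 nM enzyme, 35 uM ATP, 100 uM galactose, 20 mM HEPES pH8.0, 5 mM MgCl2; 1 h RT; residual ATP by Kinase-Glo Plus luminescence, qHTS format.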
# Numbers without * were called inactive; ? = inconclusive; / = not tested or not shown; & = joins results of further samples; [ ] = another dose, or the depositor's remark. Unless noted, the call rests on the fitted dose curve; in most records, active means well fitted curve in the direction sought with a large enough effect; inconclusive means small, poorly fitted or top-dose-only effect, or another doubt; inactive means no such curve, though single readings can be large; an effect the other way counts as inactive or inconclusive.
SMILES,KCNH2 3.1 block,Coupling enz,a7 integrin act,TRPV1 ag,A-T KAP1 phos,CXXC DNA block,S-ASM inh,KCNH2 WT inh,MBNL1 CUG block,GALK inhibitor
Cc1cccc(OCC(=O)Nc2ccc(S(=O)(=O)Nc3ccccn3)cc2)c1,-13,3,3%,-2,-8%,-14%,6%,-5,-3%,0%
O=C(OCc1ccccc1)/C(=C/c1cccc([N+](=O)[O-])c1)NC(=O)c1ccco1,-1,0,2%,17,1%,0%,-2%,?,?,-2%
CCCCCCC(=O)Cc1cc(OC)c(OC)cc1C=C(C(=O)OCC)C(=O)OCC,/,-1&-5,/,11,2%,-3%,/,/,-13%,/
COc1cc(NC(=O)c2cc(C)on2)cc(C(=O)Nc2cccc(C(F)(F)F)c2)c1,-16&-17,-2,-2%&-10%,11,-6%,-8%,-21%,-6&-20,3%,-4%
COCCN1C(=O)C(O)=C(C(C)=O)C1c1ccc(OC)c(OC)c1 (configuration not stated),-9,2,-1%,1,0%,-6%,3%,-1,-4%,1%
COC(=O)c1c(-c2ccccc2OC)sc2cc3c(cc12)OCO3,?,/,15%,/,15%,/,32%,-1,/,/
CCOC(=O)CSc1nnc(NC(=O)c2cccc(S(=O)(=O)N3CCCCC3)c2)s1,-7,13,18%,-3,-9%,4%,0%,5,4%,-2%
CCOc1ccc(N2C(=O)CC(N(C)Cc3ccccc3)C2=O)cc1 (configuration not stated),-3,2,7%,9,-1%,3%,7%,0,-27%,/
CCOc1nonc1C(=N)/C(C(C)=O)=C(\C)O,-15,1,-27%,-4,0%,4%,4%,-6,8%,4%
Cc1ccccc1NC(=O)NC1(C(=O)N2CCCC2)CCCCC1,1,0,9%,-1,2%,7%,2%,-20,2%,3%
CC1CC(C)CN(S(=O)(=O)N2CCC(C(=O)NCCc3ccccc3)CC2)C1 (configuration not stated),33,0,12%,2,1%,36%[activator],-1%,-21,1%,-1%
O=C(O)Cn1nc(-c2ccccc2)c2ccccc2c1=O,11,-1,21%,0,6%,1%,6%,5,-5%,1%
CC1=CCC(C(C)(C)NC(=O)c2ccccc2)C/C1=N\O (configuration not stated),3,/,26%,/,/,/,-2%,-32,/,/
COc1ccc(NC(=O)N(C2CCCCC2)C(C)c2cccnc2)c(OC)c1 (configuration not stated),-4,-1,-7%,0,-2%,3%,4%,-3,-6%,1%
COc1ccc(NS(=O)(=O)c2ccc(NC(=S)NC(=O)c3cccnc3)cc2)nn1,6,8,-16%,0,3%,-5%,-3%,8,-3%,-2%
CC1(C)Cc2nc3[nH]c(=S)n(-c4ccccc4)c(=O)c3cc2CO1,-19,/,12%,/,/,/,8%,-10,/,/
COc1ccc(N)c2c1OCCC2=O,8,-28,14%,2,-3%,-6%,2%,-2,/,1%
CCCc1cc(=O)[nH]c(SCC(=O)Nc2ccc([N+](=O)[O-])cc2C#N)n1,-8,3,43%,/,1%,8%,2%,2,/,-1%
Nc1ccccc1C(=O)NCCN1CCNC1=O,-10,1,-29%,0,1%,-3%,6%,5,-14%,/
CCc1nnc(NC(=O)Nc2ccc(OC)cc2)s1,3,0,-16%,-4,/,1%,-2%,3,-16%,3%
CCOc1cc(S(=O)(=O)N2CCN=C2Cc2ccccc2)ccc1F,-3,/,-21%,0,13%,-7%,/,-24,-2%,-4%
Cc1cc(NC(=O)CCc2ccccc2)c([N+](=O)[O-])cc1C,-3,1,-3%,28,-7%,13%,-2%,-3,/,1%
Cc1nc([N+](=O)[O-])c(Br)n1Cc1ccccc1,15,0,9%,11,1%,-13%,0%,-5,?,0%
CCOc1ccc2nc(SCC(=O)N(C)C3CCS(=O)(=O)C3)[nH]c2c1 (configuration not stated),1,-5,-14%,-3,3%,1%,5%,1,-5%,2%
COc1cccc(CN2CCN(C(=O)CC(C)C)CC2)c1,2,2,-13%,-1,-6%,-5%,0%,3,-1%,1%
C=CCn1c(SCC(=O)N2CC(=O)Nc3ccccc32)nc2scc(-c3cccs3)c2c1=O,3,3,13%,-1,-3%,32%[activator],-3%,-1,59%[activator],-2%
Cc1cc(C)c(OCC(=O)NCC2CCCO2)c(C)c1 (configuration not stated),7,-4,-9%,10,6%,10%,1%,-3,6%,0%
CCOC(=O)c1cc(NC(=O)CSCCO)ccc1Cl,-9,0,-35%,0,/,1%,-2%,-3,1%,2%
COc1cccc(-c2nc(NCc3ccco3)c3ccccc3n2)c1O,-4,-9,12%,2,7%,2%,-7%,-9,-11%,-3%
Cc1nnc(N2C(=O)c3cccc4c([N+](=O)[O-])ccc(c34)C2=O)s1,-7,-19,-84%[inhibitor],-1,-1%,7%,1%,-3,?,-5%
CCN(CC)C(=O)CSc1nc2c(c(-c3cccnc3)c1C#N)CCCC2,/,2,-31%,1,1%,-3%,-1%,8,-8%,6%
COc1cc(C(=O)NCCC(=O)NC2CCCCCCC2)cc(OC)c1OC,1,-3,-6%,17,3%,-1%,3%,14,-8%,-1%
COc1ccc(O)c(C(=O)c2cnn(C(=O)c3cccc(S(=O)(=O)N(C)C)c3)c2)c1,-3,/,13%,/,15%,/,4%,-8,/,/
COc1ccc(NC(=S)N2CCC(N(C)CC3CCCO3)CC2)cc1Cl (configuration not stated),-2,-1,9%,-1,7%,3%,4%,4,/,1%
CCc1c(C)sc(NC(=O)c2cc(-c3ccc(OC)c(OC)c3)on2)c1C#N,2,11,4%,1,/,-14%,0%,-3,-8%,-1%
CC(C)Cc1cc(C(=O)N2CCC(N3CCC(C(=O)N4CCOCC4)CC3)CC2)n[nH]1,10,0,18%,-2,8%[11.5 µM],-9%,0%,13,6%,-2%
COc1ccc(OC)c(NC(=O)c2nnn(Cc3ccccc3C)c2N)c1,-12,0,0%,4,-1%,5%,-7%,-17,4%,0%
Cc1ccc(C(=O)NNC(=O)c2ccncc2)cc1S(=O)(=O)N1CCOCC1,-14,/,4%,-1,2%,/,-6%,8,/,/
C=CCn1c(SCC(=O)N2CCOCC2)nc2ccccc2c1=O,4,/,3%,?,-6%,-8%,2%,-4,5%,-7%
c1ccc(Oc2cccc(Oc3ccccc3)n2)cc1,6,/,?,/,/,/,-3%,2,/,/
CCCCn1c(C)nc2cc(S(=O)(=O)N3CCOCC3)ccc21,-9,/,-1%,17,-1%,/,1%,11,/,/
C/C=C/C(O)c1ccc2ccccc2c1 (configuration not stated),/,0&1,/,5,?,-3%,/,/,5%,/
C=CCNC(=S)NCC1COc2ccccc2O1 (configuration not stated),4,-11,11%,?,7%,5%,-1%,-2,-3%,1%
CCN1CCc2nc(NC(=O)c3cc(F)c(F)cc3Cl)sc2C1,15,1,-20%,1,3%,5%,11%,0,-2%,-2%
CC(=O)c1ccc(NC(=O)CSc2cn[nH]n2)cc1,-25,3,-5%,1,3%,3%,1%,-10,-5%,6%
Nc1ccc(C(=O)OCC(=O)NC2CC2)cc1[N+](=O)[O-],12,-1,26%,4,12%,-8%,-1%,8,?,0%
O=C1C=C(c2ccc3c(c2)oc2ccccc23)C[C@@H](c2ccc3c(c2)OCO3)C1,9,/,15%,-4,7%,/,-4%,7,/,/
COc1ccccc1NC(=O)C1C2C=CC(O2)C1C(=O)O (configuration not stated),/,0,/,-1,2%,-6%,/,/,1%,3%
OC1CSc2nc3ccccc3n2C1 (configuration not stated),1,3,-11%,-6,5%[11.5 µM],-18%,3%,-18,-6%,4%
CC(=O)Nc1ccc2c(c1)n(C)c(=O)n2C,14,-2,2%,2,1%,0%,2%,-3,1%,-3%
COc1ccc(-c2nc3oc4cc(OC)ccc4c(=O)c3c(=O)n2Cc2ccco2)cc1,7,-1,-1%,1,5%,10%,-17%,2,33%[activator],0%
c1ccc(N2CCN(c3nc4cc5c(cc4s3)OCO5)CC2)cc1,-3,0,-35%,0,9%,13%,12%,-4,5%,-2%
